Bfl-1 displacement: Bfl-1 inhibitors, primary screen, biochemical, fluorescence polarization, FITC-Bid, mouse (AID 432); displacement, % at 20 µM, or IC50 in µM where a hit was titrated; actives 0.02% (n = 64,000); FITC-Bid BH3 peptide fluorescence polarization displacement; higher % means a stronger effect; in the data active means a potency from the dose series; inactive means the rest, 99 in 100 with displacement below about 15%; further: strong numbers were not always called active
MK inhibit: inhibitors of Streptococcus pneumoniae mevalonate kinase | AID 555 | inhibition, % at 10 µM | actives 0.48% (n = 65,000) | purified MK, PK/LDH-coupled NADH absorbance 340 nm;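 active means ranked among the strongest by inhibition in the single 10 µM screen, a fixed top-ranked set picked for dose follow-up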; further: no value below 0 was filed
Spn PMK inh: blocks S. pneumoniae phosphomevalonate kinase | inhibition, % at 10 µM | actives 0.49% (n = 65,000) | purified PMK, PK/LDH-coupled NADH absorbance 340 nm | AID 539;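 active means top-ranked compounds by inhibition in the single 10 µM screen, taking a fixed number of the strongest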;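 further: 0% = full reaction with DMSO carrier and 100% = background rate without enzyme reaction; no value below 0 was filed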
DPM-DC inhibit: inhibitors of Streptococcus pneumoniae diphosphomevalonate decarboxylase; actives 0.49% (n = 65,000); purified DPM-DC, PK/LDH coupled NADH fluorescence; calls only at 10 µM; AID 556;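 active means the 320 compounds with the highest percent inhibition in the single-dose primary screen, excluding strongly autofluorescent ones, cut at about 32% in these data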;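 further: kinetic rate of NADH fluorescence loss reporting ADP formed by the decarboxylase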
LYP phosphatase: inhibition of human PTPN22 tyrosine phosphatase – biochemical, DiFMUP fluorescence, recombinant catalytic domain, 10 µM, primary screen (AID 606); recombinant LYP catalytic domain, DiFMUP fluorescence; higher % means a stronger effect; one-dose inhibition, % at 10 µM; IC50 in µM for titrated hits; 52,000 tested, under 10 active;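 active means IC50 under 40 µM in the dose-response test; inactive means IC50 of 40 µM or more, or never dose-tested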
HPDE-C7 cytotoxicity: HPDE-C7 pancreatic duct cell viability loss – fluorescence, HTS (AID 430). HPDE-C7 pancreatic duct cells viability, fluorescence; higher % means a stronger effect. one-dose cytotoxicity, % at 10 µM; EC50 in µM for titrated hits. actives 1.8% (n = 63,000);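 further: cells exposed to compound for 48 hours before viability readout; 0% = vehicle and 100% = reference cytotoxic drug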
HPDE-C7K KRASV12: cytotoxicity in KRAS-transformed pancreatic duct cells, primary screen, cell-based, fluorescence, HTS (AID 431). actives 1.7% (n = 63,000). HPDE-C7K KRASV12 cells, Alamar Blue viability, 48 h; higher % means a stronger effect. cytotoxicity, % at 10 µM; hits with a dose series show EC50 in µM;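 active means compounds whose percent cytotoxicity in the single-dose primary screen, scaled between solvent and toxic-drug controls, exceeds 50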;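 further: 0% = DMSO solvent wells and 100% = doxorubicin-treated wells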
HT1080 viability: cytotoxicity in HT1080 fibrosarcoma cells, cell-based, fluorescence readout (AID 620); cytotoxicity, % at 10 µM; hits with a dose series show EC50 in µM; actives 0.42% (n = 87,000); HT1080 viability, fluorescence; higher % means a stronger effect;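 further: cells exposed to compound overnight then 4 h with Alamar Blue; 0% = vehicle DMSO and 100% = killing control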
Alkaline phosphatase: inhibition of tissue-nonspecific alkaline phosphatase – biochemical, luminescent (AID 518). purified TNAP enzyme, luminescent substrate readout; higher % means a stronger effect. one-dose inhibition, % at 20 µM; IC50 in µM for titrated hits. actives 0.09% (n = 64,000); in the data active means a potency from the dose series; inactive means the rest, 99 in 100 with inhibition below about 22%;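 further: plate controls were vehicle for no effect and reference inhibitor for full effect; many of its hits are not listed in these tables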
Spn PMK inh pilot replicates: second read-out of Spn PMK inh, no call of its own (marks repeat the call); inhibition, %; measured here: pilot screen replicates
MK inhibit pilot replicates: also measured in MK inhibit; calls as there; inhibition, %; measured here: pilot screen replicates
DPM-DC inhibit pilot screen %: recorded beside DPM-DC inhibit, whose call it bears; inhibition, %; measured here: pilot screen trials
* hit, by the source's call; i = inactive; . = not tested or not shown. Unless noted, no stated cut-off is given here; in the data, active means cytotoxicity above about 50%; inactive means the rest.

SMILES	Bfl-1 displacement	MK inhibit	Spn PMK inh	DPM-DC inhibit	LYP phosphatase	HPDE-C7 cytotoxicity	HPDE-C7K KRASV12	HT1080 viability	Alkaline phosphatase	others
O=C(Nc1cc(C(=O)N2CCOCC2)cc(C(=O)N2CCOCC2)c1)c1cc(F)c(F)cc1Cl	-2%	4	6	i	-6%	-15%	-7%	2%	3%
CC1CCN(S(=O)(=O)c2ccc(Cl)cc2Br)CC1	1%	0	1	i	.	6%	3%	6%	20%
COCn1c(COc2ccccc2)nc2ccccc21	-2%	8	0	i	1%	-24%	-21%	-2%	16%	Spn PMK inh pilot replicates=0.0;MK inhibit pilot replicates=0.0;DPM-DC inhibit pilot screen %=0.0
Nn1c(=O)c2ccccc2n2c(SCc3ccccc3)nnc12	-5%	11	6	i	0%	2%	0%	7%	6%
COC(=O)CN(c1cc(C(F)(F)F)ccc1Cl)S(C)(=O)=O	-8%	10	2	i	13%	10%	-1%	20%	10%
CCNc1nc(NC(C)(C)C)nc(SC(C(C)=O)C(C)=O)n1	-2%	15	0	i	8%	-12%	0%	4%	-4%
COc1ccc(-c2nc(CS(=O)CC(=O)NCc3ccc(Cl)cc3)c(C)o2)cc1 (stereo unspecified)	-2%	4	1	i	-2%	-2%	5%	2%	6%
CCOC(=O)N1CCN(C(=O)c2cccc(NC3=NC4CS(=O)(=O)CC4S3)c2)CC1 (stereo unspecified)	-3%	0	11	i	-1%	0%	7%	2%	15%
CCC(c1nnnn1CCOC)N1CCN(Cc2ccccc2OC)CC1 (stereo unspecified)	-7%	8	5	i	.	-7%	0%	0%	6%
Clc1ccc2c(c1)CNc1c(ncnc1N1CCOCC1)O2	-2%	9	13	i	3%	10%	20%	0%	4%
CCCCOC(=O)CSC1=C(C#N)C(c2ccc3c(c2)OCO3)CC(=O)N1 (stereo unspecified)	1%	0	12	i	7%	29%	22%	-10%	9%
CCOc1ccc(S(=O)(=O)N(C)c2ccc(OCC(=O)OCc3c(C)noc3C)cc2)cc1	-3%	6	11	i	-2%	3%	-1%	-5%	3%
N#Cc1nc(-c2ccc(OCc3ccccc3)cc2)oc1NCc1ccco1	6%	12	10	i	.	-3%	-7%	4%	17%
COCc1[nH]nc2c1C(c1ccccc1Cl)C(C#N)=C(N)O2 (stereo unspecified)	6%	10	0	i	4%	-1%	-5%	-4%	15%
COC(=O)c1cc(S(=O)(=O)n2nc(C)cc2C)c(Cl)cc1Cl	0%	10	0	i	11%	-3%	7%	0%	11%
O=P(O)(CP(=O)(c1ccccc1)c1ccccc1)c1ccccc1	-1%	10	9	i	.	5%	8%	5%	10%
COc1cccc(-n2nnnc2SCC(=O)NCc2ccco2)c1	-1%	6	5	i	-1%	-16%	-25%	2%	8%	Spn PMK inh pilot replicates=0.0;MK inhibit pilot replicates=0.0;DPM-DC inhibit pilot screen %=0.5
CCCCNc1cc(NC(C)=O)cc2cc(OC)c(OC)cc12	-3%	9	2	.	6%	11%	4%	5%	5%
CCOC(=O)N1CCC(NC(=O)c2cccnc2SC)CC1	-8%	0	19	i	.	-8%	-4%	1%	-2%
c1ccc(-c2csc3ncn4cnnc4c23)cc1	4%	0	12	i	.	1%	1%	-9%	11%
O=S(=O)(c1cccs1)n1nnc2ccccc21	-3%	0	3	i	0%	-3%	-1%	-3%	14%
CC(C)(C)OC(=O)N1CCC[C@H]1C(=O)NCC1CCC(C(=O)O)CC1 (stereo partly specified)	-2%	9	2	i	-2%	0%	7%	5%	2%
c1ccc(-c2noc(-c3cccnc3)n2)nc1	-10%	1	7	i	3%	-9%	13%	6%	3%	Spn PMK inh pilot replicates=3.0;MK inhibit pilot replicates=0.0;DPM-DC inhibit pilot screen %=5.0
COc1ccc(C2=NOC(C(=O)Nc3ccc(C(C)=O)cc3)C2)cc1OC (stereo unspecified)	-2%	1	10	i	10%	-37%	-15%	3%	-1%
Fc1ccc(CN2CCSCC2)cc1Br	-8%	0	2	i	12%	10%	12%	6%	6%
COc1cccc(C2C(C(=O)c3cccs3)=C(O)C(=O)N2CCN(C)C)c1OC (stereo unspecified)	-6%	3	0	i	7%	-15%	-12%	8%	5%
c1ccc(OCCn2cnc3ccccc32)cc1	-2%	10	3	i	8%	4%	7%	0%	8%
COc1ccc(OC)c2c(N)c(C#N)c(C(F)(F)C(F)(F)F)nc12	-6%	2	0	i	13%	-2%	3%	8%	-1%
CCC(=O)Oc1oc(-c2ccccc2)nc1C=Nc1ccccc1OC	0%	0	2	i	10%	-1%	6%	-13%	13%
O=C(NCC(c1cccnc1)N1CCN(c2ccc(F)cc2)CC1)c1cccc(Cl)c1 (stereo unspecified)	0%	6	16	i	14%	-12%	8%	-11%	8%
CCN(CC)C(=O)CSc1nc(C)cc(-c2cccs2)c1C#N	4%	11	8	i	-10%	10%	3%	.	8%
O/N=C1\CCCc2oc3c(c21)CCCC3	-1%	6	0	i	8%	-4%	-3%	-4%	14%
CCOC(=O)c1ccc(NC(=O)N2CCN(c3ccccn3)CC2)cc1	-4%	11	0	i	-8%	13%	5%	-3%	11%
CCC(=O)N1CCN(c2ccccc2NC(=O)c2cccc(C)c2)CC1	-4%	10	9	i	21%	-14%	-9%	9%	11%
CC(=O)c1cccc(NC(=O)N2CCCc3ccccc32)c1	2%	5	4	i	-8%	-9%	0%	5%	8%	Spn PMK inh pilot replicates=0.0;MK inhibit pilot replicates=0.0;DPM-DC inhibit pilot screen %=0.0
CC(=O)NCCSC(=O)c1ccc(F)cc1	1%	0	6	i	1%	-1%	-3%	-3%	5%
CC(=O)c1ncnn1CC(=O)c1ccc(Cl)cc1Cl	-4%	10	16	i	8%	14%	0%	-19%	8%
CCC(=O)Nc1nc2ccccc2n1CCN1CCOCC1	0%	5	19	i	.	-11%	3%	12%	9%
O=C(COc1ccccc1)N1CCNC1=O	-11%	12	15	i	.	-19%	-8%	-3%	10%
O=C1NC2(Nc3ccccc31)C(=O)Nc1ccccc12 (stereo unspecified)	-2%	2	12	i	2%	-11%	-7%	2%	8%	Spn PMK inh pilot replicates=1.5;MK inhibit pilot replicates=0.0;DPM-DC inhibit pilot screen %=14
O=C(c1cccc(-n2cnnn2)c1)N1CCOCC1	1%	6	3	i	9%	1%	-2%	9%	7%
CCCCCC(=O)Nc1ccc(N2CCN(CC)CC2)c(Cl)c1	-4%	5	16	i	-23%	-12%	-2%	4%	10%
CCOC(=O)C1CCN(C(=O)CCc2ccccc2)CC1	-6%	6	10	i	-1%	-2%	-28%	8%	6%
CCOC(=O)c1sc2ccc(S(=O)(=O)N3CCCCC3)cc2c1N	2%	0	11	i	.	8%	-4%	1%	10%
CC(C)C(=O)Nc1cccc(-c2nc3ccccc3o2)c1	-14%	8	6	i	3%	0%	0%	-3%	0%
Cc1cc(N2CCC(C(=O)NC3CC3)CC2)nc(-c2ccccc2)n1	-3%	6	0	i	-10%	-5%	2%	26%	7%
O=C(Nc1ccc(F)cc1F)c1noc2c1CCC2	0%	3	4	i	12%	-8%	-1%	0%	1%
CCCS(=O)(=O)N1CCC(C(=O)NCCc2ccc(OC)c(OC)c2)CC1	-7%	0	5	i	17%	-9%	0%	26%	2%

In the list so far, nine contain an aryl methoxy group.
SMILES	Bfl-1 displacement	MK inhibit	Spn PMK inh	DPM-DC inhibit	LYP phosphatase	HPDE-C7 cytotoxicity	HPDE-C7K KRASV12	HT1080 viability	Alkaline phosphatase	others
COc1ccc(-c2nc(CS(=O)CC(=O)NCc3ccc(Cl)cc3)c(C)o2)cc1 (stereo unspecified)	-2%	4	1	i	-2%	-2%	5%	2%	6%
CCC(c1nnnn1CCOC)N1CCN(Cc2ccccc2OC)CC1 (stereo unspecified)	-7%	8	5	i	.	-7%	0%	0%	6%
COc1cccc(-n2nnnc2SCC(=O)NCc2ccco2)c1	-1%	6	5	i	-1%	-16%	-25%	2%	8%	Spn PMK inh pilot replicates=0.0;MK inhibit pilot replicates=0.0;DPM-DC inhibit pilot screen %=0.5
CCCCNc1cc(NC(C)=O)cc2cc(OC)c(OC)cc12	-3%	9	2	.	6%	11%	4%	5%	5%
COc1ccc(C2=NOC(C(=O)Nc3ccc(C(C)=O)cc3)C2)cc1OC (stereo unspecified)	-2%	1	10	i	10%	-37%	-15%	3%	-1%
COc1cccc(C2C(C(=O)c3cccs3)=C(O)C(=O)N2CCN(C)C)c1OC (stereo unspecified)	-6%	3	0	i	7%	-15%	-12%	8%	5%
COc1ccc(OC)c2c(N)c(C#N)c(C(F)(F)C(F)(F)F)nc12	-6%	2	0	i	13%	-2%	3%	8%	-1%
CCC(=O)Oc1oc(-c2ccccc2)nc1C=Nc1ccccc1OC	0%	0	2	i	10%	-1%	6%	-13%	13%
CCCS(=O)(=O)N1CCC(C(=O)NCCc2ccc(OC)c(OC)c2)CC1	-7%	0	5	i	17%	-9%	0%	26%	2%

(more compounds)
SMILES	Bfl-1 displacement	MK inhibit	Spn PMK inh	DPM-DC inhibit	LYP phosphatase	HPDE-C7 cytotoxicity	HPDE-C7K KRASV12	HT1080 viability	Alkaline phosphatase	others
COc1ccc(NC(=O)N2CCCC2C(=O)Nc2ccc(C)c(Cl)c2)cc1 (stereo unspecified)	2%	10	5	i	7%	0%	-3%	18%	9%
Cc1ccc(S(=O)(=O)N2CCN(C(=O)c3ccc(OCc4c(C)noc4C)cc3)CC2)cc1	-10%	10	12	i	10%	6%	-4%	-2%	13%
Cc1ccc2c(c1)NC(=O)C(CC(=O)N(C)Cc1ccccc1)O2 (stereo unspecified)	1%	1	0	i	-1%	2%	3%	1%	8%
O=C(COC(=O)c1ccc(Br)o1)NCc1ccco1	-6%	4	10	i	.	-14%	-3%	4%	6%
O=C(C1CCCN1C(=O)c1cccs1)N1CCN(Cc2ccc3c(c2)OCO3)CC1 (stereo unspecified)	0%	2	18	i	0%	1%	-2%	24%	0%
O=C(O)c1ccccc1SC1CC(=O)N(C2CCCCC2)C1=O (stereo unspecified)	-8%	6	8	i	5%	-11%	2%	-4%	-2%
Nc1cc(N)nc(SCCN2CCCCC2)n1	-1%	0	8	i	.	-2%	4%	7%	9%
